IDH1 mut inh = inhibitors of IDH1 R132H reductase, primary screen, biochemical, plate reader, single point; Isocitrate dehydrogenase [NADP] cytoplasmic (Homo sapiens), O75874; diaphorase/resazurin fluorescence, 60 min; inhibition, % at 10 µM; 70,000 tested, 0.18% active; in the data active = inhibition above about 34%;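 also: 0% = DMSO and 100% = no enzyme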
Target sequence (O75874 whole entry R132H): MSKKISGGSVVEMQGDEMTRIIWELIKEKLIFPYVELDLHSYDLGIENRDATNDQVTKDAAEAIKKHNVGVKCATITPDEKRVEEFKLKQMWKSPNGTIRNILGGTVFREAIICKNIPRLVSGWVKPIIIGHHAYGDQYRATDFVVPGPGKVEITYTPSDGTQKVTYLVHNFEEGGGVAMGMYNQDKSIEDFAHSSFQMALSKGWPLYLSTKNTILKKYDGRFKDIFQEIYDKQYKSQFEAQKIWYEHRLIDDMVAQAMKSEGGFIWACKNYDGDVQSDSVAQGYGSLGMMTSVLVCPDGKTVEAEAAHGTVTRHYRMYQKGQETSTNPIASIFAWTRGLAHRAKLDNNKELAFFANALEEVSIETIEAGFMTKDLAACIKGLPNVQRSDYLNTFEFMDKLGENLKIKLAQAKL
PRC2 inh = EZH2/PRC2 methyltransferase inhibitors, primary screen, biochemical, DELFIA time-resolved fluorescence, single point | Histone-lysine N-methyltransferase EZH2 (Homo sapiens), Q15910 | inhibition, % at 12.5 µM | AID 651548, 2012 | 57,000 tested, 0.35% active | PRC2 H3K27 methylation, DELFIA TRF, 1 h;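 active = mean inhibition of replicates at least 50% and every single replicate also reaching 50%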;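 also: dimethyl H3K27 on biotinylated H3 21-44 peptide detected by antibody; plate controls were median neutral control wells for no effect and median positive control wells for full effect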
* = called active by the depositor; nt = no result given. Not all compounds are listed; count on the stated rates, not on these rows.

Each structure is followed by: IDH1 mut inh	PRC2 inh
CC(C)NC(=O)Nc1ccc2c(c1)C(=O)N([C@@H](C)CO)C[C@H](C)[C@@H](CN(C)C(=O)Nc1ccc(F)cc1)OCCCC[C@H](C)O2
 : 2.9	nt
C[C@@H]1CN([C@H](C)CO)S(=O)(=O)c2ccc(C#CC3CCCC3)cc2O[C@@H]1CN(C)S(C)(=O)=O
 : nt	-7
COc1cccc(S(=O)(=O)N[C@@H]2C=C[C@@H](CC(=O)NCc3ccncc3)O[C@H]2CO)c1
 : 0.1	-9
Cc1noc(C)c1S(=O)(=O)N(C)C[C@H]1Oc2ccc(NC(=O)C3CC3)cc2CC(=O)N([C@H](C)CO)C[C@@H]1C
 : 0.2	nt
Cn1c(SCC(=O)Nc2ccc(C(N)=O)cc2)nnc1-c1ccccn1
 : 0.1	3
COc1ccc(C(=O)CSc2nc3nc(C)cc(C)n3n2)cc1OC
 : -0.6	-1
COc1cccc(NC(=O)N(C)C[C@H]2Oc3cc(-c4cccc(C(=O)N(C)C)c4)ccc3S(=O)(=O)N([C@@H](C)CO)C[C@@H]2C)c1
 : 4.6	2
CO[C@H]1CN(C)C(=O)c2cc(NC(=O)c3cc(C)on3)ccc2OC[C@@H](C)N(CC2CC2)C[C@@H]1C
 : -0.2	-4
COc1cccc(S(=O)(=O)N[C@H]2CC[C@@H](CCn3cc(-c4ccc(F)cc4)nn3)O[C@@H]2CO)c1
 : -0.1	-1
COc1cccc(S(=O)(=O)N[C@H]2CC[C@@H](CCNC(=O)Cc3ccncc3)O[C@H]2CO)c1
 : -0.2	-1
COc1ccc(S(=O)(=O)N(C)C[C@@H]2Oc3ccc(NS(=O)(=O)c4c(C)noc4C)cc3CC(=O)N([C@@H](C)CO)C[C@H]2C)cc1
 : -0.2	nt
C[C@@H]1CCCCO[C@@H](CN(C)S(C)(=O)=O)[C@H](C)CN([C@H](C)CO)C(=O)c2cc(NC(=O)C3CCCCC3)ccc2O1
 : 0.8	14
Cc1cc(N(CC(=O)Nc2ccc(C(F)(F)F)cc2)S(C)(=O)=O)ccc1Br
 : 0.9	-3
O=C(CSc1nnnn1-c1ccccc1F)N1c2ccccc2Sc2ccc(Cl)cc21
 : 0.3	0
C[C@H](CO)N1C[C@H](C)[C@H](CN(C)S(=O)(=O)c2cn(C)cn2)Oc2c(NC(=O)NC3CCCCC3)cccc2C1=O
 : 0.0	nt
CNC[C@@H]1OCCCC[C@H](C)Oc2ccc(NC(=O)Nc3ccc(C(F)(F)F)cc3)cc2C(=O)N([C@@H](C)CO)C[C@@H]1C
 : 5.2	-23
O=C(C[C@H]1C[C@H]2c3cc(NC(=O)NC4CCCC4)ccc3O[C@H]2[C@@H](CO)O1)NCc1ccccc1
 : 0.1	28
C[C@H](NC(=O)C[C@@H]1CC[C@H](NC(=O)C2CC2)[C@H](CO)O1)c1ccccc1
 : -0.1	-3
COc1ccc(CN(C)C[C@H]2Oc3c(NS(=O)(=O)c4ccc(F)cc4)cccc3C(=O)N([C@H](C)CO)C[C@@H]2C)cc1
 : nt	11
Cc1ccc(S(=O)(=O)Nc2ccc3c(c2)C(=O)N([C@H](C)CO)C[C@@H](C)[C@@H](CN(C)C(=O)Nc2c(C)noc2C)O3)cc1
 : -1.7	nt

(more compounds)
Each structure is followed by: IDH1 mut inh	PRC2 inh
C[C@H](CO)N1C[C@H](C)[C@@H](CN(C)C(=O)Nc2ccc(C(F)(F)F)cc2)Oc2ccc(NC(=O)Nc3ccc4c(c3)OCO4)cc2CC1=O
 : 5.2	nt
COCC#Cc1ccc2c(c1)O[C@H](CN(C)C(C)=O)[C@@H](C)CN([C@@H](C)CO)S2(=O)=O
 : -0.3	8
CCCN1C[C@H](C)[C@H](OC)CN(C)C(=O)c2ccc(NC(=O)Nc3ccccc3F)cc2OC[C@@H]1C
 : 0.4	-8
COc1ccccc1-c1cnc2c(c1)C(=O)N([C@H](C)CO)C[C@H](C)[C@@H](CN(C)Cc1cccnc1)O2
 : -2.4	-4
Cc1ccccc1S(=O)(=O)NCC[C@@H]1CC[C@H](NC(=O)C2CC2)[C@H](CO)O1
 : 0.3	-8
COC(=O)c1cc(OC)c(OC)cc1NC(=O)CCN1C(=O)c2ccccc2C1=O
 : -0.2	4
CCC(=O)N[C@@H]1CC[C@@H](CC(=O)NCc2ccccc2F)O[C@H]1CO
 : -0.1	0
Cc1ccc(S(=O)(=O)N[C@H]2C=C[C@H](CC(=O)N3CCN(c4ccccc4)CC3)O[C@H]2CO)cc1
 : 0.1	9
CO[C@@H]1CN(C)C(=O)c2ccc(NC(=O)C3CC3)cc2OC[C@@H](C)N(Cc2ccc(F)cc2)C[C@H]1C
 : -0.3	-15
CO[C@@H]1CN(C)C(=O)c2ccc(NC(=O)C3CC3)cc2OC[C@H](C)N(Cc2cc(F)ccc2F)C[C@H]1C
 : 0.2	-4
O=C(C[C@H]1C[C@@H]2c3cc(NC(=O)C4CCC4)ccc3O[C@@H]2[C@@H](CO)O1)NCC(F)(F)F
 : 0.1	21
CC(=O)N(C)C[C@H]1Oc2ncc(-c3ccc(F)cc3)cc2C(=O)N([C@H](C)CO)C[C@@H]1C
 : -0.5	-1
O=C(N/N=C/c1ccc(S(=O)(=O)O)o1)c1ccccc1O
 : nt	-29
Cc1ccccc1-c1ccc2c(c1)O[C@@H](CN(C)C(=O)Nc1ccccc1)[C@@H](C)CN([C@H](C)CO)S2(=O)=O
 : -0.1	nt
COc1ccc(NC(=O)CN(c2ccc(Cl)cc2)S(C)(=O)=O)cc1Cl
 : -0.3	13
O=C(C[C@@H]1C[C@@H]2c3cc(NC(=O)c4cccnc4)ccc3O[C@@H]2[C@H](CO)O1)NCc1ccccc1F
 : -0.3	8
C[C@H](CO)N1C[C@H](C)[C@@H](CN(C)Cc2ccccc2C(=O)O)OCc2cnnn2CCCC1=O
 : 0.2	nt
C[C@H]1CN([C@@H](C)CO)C(=O)c2cc(N(C)C)ccc2O[C@H]1CN(C)S(=O)(=O)c1ccc(F)cc1
 : 4.4	-1
O=C(C[C@@H]1C=C[C@@H](NC(=O)c2cccnc2)[C@H](CO)O1)NCCN1CCCCC1
 : 0.3	7
CO[C@@H]1CN(C)C(=O)c2ccc(NC(C)=O)cc2OC[C@@H](C)N(C(=O)c2ccccn2)C[C@H]1C
 : 0.0	9

(listing goes on)
Each structure is followed by: IDH1 mut inh	PRC2 inh
CC(Oc1ccc(C(C)(C)C)cc1)C(=O)Nc1ncn[nH]1 (stereo not given)
 : -0.1	3
Cc1noc(C)c1NC(=O)Nc1ccc2c(c1)C(=O)N([C@H](C)CO)C[C@@H](C)[C@@H](CN(C)C(=O)NC(C)C)O2
 : -2.9	nt
COCC(=O)N(C)C[C@@H]1Oc2ncc(C#CCC3CCCC3)cc2C(=O)N([C@H](C)CO)C[C@@H]1C
 : 4.4	9
COC(=O)c1cc(-c2ccccc2)sc1NC(=S)Nc1cn(C)nc1C
 : -0.6	3
CCC(=O)Nc1ccc2c(c1)OC[C@H](C)N(Cc1ccccc1)C[C@@H](C)[C@@H](OC)CN(C)C2=O
 : 0.0	-12
CO[C@@H]1CN(C)C(=O)c2ccc(NS(=O)(=O)c3cn(C)cn3)cc2OC[C@@H](C)N(Cc2cccc(Cl)c2)C[C@H]1C
 : 0.3	10
C[C@H]1CN([C@@H](C)CO)S(=O)(=O)c2ccc(/C=C/c3ccccc3)cc2O[C@H]1CN(C)C(=O)c1ccncc1
 : -0.1	-15
COc1ccc(OC)c(NC(=O)c2c(NC(=O)CN3CCCC(C)C3)sc3c2CCC3)c1 (stereo not given)
 : 0.1	-13
O=S(=O)(N[C@@H]1CCCN(Cc2ccc(OCCO)cc2)C1)c1cc(Cl)ccc1Cl
 : nt	3
Cc1cc(C)c(NC(=O)CN(c2cc(Cl)cc(Cl)c2)S(C)(=O)=O)c(C)c1
 : 0.3	0
O=C(CCCCCCC(=O)Nc1ccccc1O)N/N=C/c1ccc(CO)o1
 : -0.2	4
C[C@@H]1CCCCO[C@@H](CN(C)S(=O)(=O)c2cn(C)cn2)[C@@H](C)CN([C@@H](C)CO)C(=O)c2cc(NC(=O)c3ccccc3)ccc2O1
 : -1.9	nt
C[C@@H]1CN([C@@H](C)CO)C(=O)c2cccc(NS(C)(=O)=O)c2O[C@@H]1CN(C)C(=O)Nc1cccc2ccccc12
 : 0.1	-9
O=C1O[C@@H](c2ccccc2)[C@@H](c2ccccc2)N2[C@@H](c3ccccc3OCCO)[C@]3(C(=O)Nc4ccccc43)[C@@H](C(=O)O)[C@H]12
 : nt	12
CO[C@H]1CN(C)C(=O)c2ccc(NC(=O)Nc3ccccc3F)cc2OC[C@@H](C)N(C)C[C@@H]1C
 : 0.3	-22
CCCNC(=O)Nc1ccc2c(c1)C(=O)N(C)C[C@H](OC)[C@H](C)CN(C(=O)CC)[C@@H](C)CO2
 : nt	-8
Cc1ccc(S(=O)(=O)Nc2ccc3c(c2)C(=O)N([C@@H](C)CO)C[C@@H](C)[C@@H](CN(C)CC2CC2)OCCCC[C@@H](C)O3)cc1
 : nt	-18
C[C@H](CO)N1C[C@H](C)[C@@H](CN(C)Cc2ccc(C(F)(F)F)cc2)Oc2ccc(NC(=O)CCC(F)(F)F)cc2CC1=O
 : 0.4	nt
Cc1ccccc1NC(=O)CSc1nc2cc3ccccc3cc2[nH]1
 : 0.0	1
C[C@H]1CN([C@@H](C)CO)C(=O)c2cccc(NS(=O)(=O)c3ccccc3)c2O[C@H]1CN(C)S(=O)(=O)c1ccccc1
 : -2.0	nt

Gathered by group, the compounds so far containing a COOH group
Each structure is followed by: IDH1 mut inh	PRC2 inh
C[C@H](CO)N1C[C@H](C)[C@@H](CN(C)Cc2ccccc2C(=O)O)OCc2cnnn2CCCC1=O
 : 0.2	nt
O=C1O[C@@H](c2ccccc2)[C@@H](c2ccccc2)N2[C@@H](c3ccccc3OCCO)[C@]3(C(=O)Nc4ccccc43)[C@@H](C(=O)O)[C@H]12
 : nt	12

Arranged by SMILES length (smallest number first): some entries from above.
Each structure is followed by: IDH1 mut inh	PRC2 inh
Cc1cc(C)c(NC(=O)CN(c2cc(Cl)cc(Cl)c2)S(C)(=O)=O)c(C)c1
 : 0.3	0
CO[C@@H]1CN(C)C(=O)c2ccc(NS(=O)(=O)c3cn(C)cn3)cc2OC[C@@H](C)N(Cc2cccc(Cl)c2)C[C@H]1C
 : 0.3	10
C[C@@H]1CCCCO[C@@H](CN(C)S(=O)(=O)c2cn(C)cn2)[C@@H](C)CN([C@@H](C)CO)C(=O)c2cc(NC(=O)c3ccccc3)ccc2O1
 : -1.9	nt

Other structures follow:
Each structure is followed by: IDH1 mut inh	PRC2 inh
O=C(C[C@@H]1C[C@@H]2c3cc(NC(=O)C4CCC4)ccc3O[C@@H]2[C@H](CO)O1)NCc1ccc(Cl)cc1
 : 0.2	0
O=C(NCC[C@@H]1CC[C@H](NC(=O)C2CCOCC2)[C@H](CO)O1)c1cc(Cl)cc(Cl)c1
 : -0.4	9
O=C(COc1ccc([N+](=O)[O-])cc1)Nc1ccc2oc(-c3ccccc3Br)nc2c1
 : -0.1	-3
Cc1ccc(-n2c(SCC(=O)c3ccccc3)nnc2-c2ccncc2)cc1C
 : 0.1	8
COC(=O)c1ccc([C@@H]2C=C(C(=O)NCc3ccccc3)O[C@H](OCCCCO)C2)cc1
 : 0.2	5
CO[C@H]1CN(C)C(=O)c2cc(NC(=O)C3CC3)ccc2OC[C@H](C)N(CCC(F)(F)F)C[C@@H]1C
 : 0.4	-5
COc1ccc(NC(=O)Nc2ccc3c(c2)CC(=O)N([C@H](C)CO)C[C@H](C)[C@@H](CN(C)S(=O)(=O)c2cn(C)cn2)O3)cc1
 : -16	nt
CC(C)NC(=O)N(C)C[C@@H]1OCCCC[C@H](C)Oc2ccc(NC(=O)Nc3cccc4ccccc34)cc2C(=O)N([C@@H](C)CO)C[C@H]1C
 : 0.7	nt
C[C@@H]1CN([C@H](C)CO)C(=O)c2cc(NS(=O)(=O)c3ccc(Cl)cc3)ccc2O[C@@H](C)CCCCO[C@H]1CN(C)Cc1ccccc1
 : 0.8	nt
CO[C@H]1CN(C)C(=O)c2cc(NC(=O)C3CC3)ccc2OC[C@@H](C)N(C(=O)C2CCOCC2)C[C@@H]1C
 : -0.4	5
CNC[C@H]1Oc2cc(-c3ccccc3F)ccc2S(=O)(=O)N([C@@H](C)CO)C[C@@H]1C
 : 0.8	-16
C[C@@H]1CN([C@H](C)CO)C(=O)c2cc(C#CC3CCCC3)cnc2O[C@H]1CN(C)C(=O)C1CCC1
 : 0.4	-12
O=C(CSc1nnc(-c2ccccc2O)n1-c1ccccc1)Nc1ccc(Oc2ccccc2)cc1
 : 0.3	13
O=C(Nc1ccc2c(c1)[C@@H]1C[C@@H](CC(=O)N3CCc4ccccc4C3)O[C@H](CO)[C@@H]1O2)C1CCOCC1
 : 0.2	0
COCC(=O)Nc1ccc2c(c1)C(=O)N(C)C[C@@H](OC)[C@@H](C)CN(C(=O)C1CCCC1)[C@H](C)CO2
 : 0.0	-3
C[C@@H]1CN([C@H](C)CO)C(=O)CCCn2nncc2CO[C@H]1CN(C)S(=O)(=O)c1ccc(-n2cccn2)cc1
 : -1.5	nt
COc1cc(-c2cc(=O)c3c(O)c(OC)c(OC)cc3o2)cc(OC)c1O
 : 0.2	nt
Cc1ccc(S(=O)(=O)N[C@H]2CC[C@@H](CCNC(=O)Nc3ccc(Cl)cc3)O[C@@H]2CO)cc1
 : -0.1	-10
Cc1noc(C)c1NC(=O)N(C)C[C@@H]1Oc2c(NS(=O)(=O)c3ccc(Cl)cc3)cccc2C(=O)N([C@H](C)CO)C[C@H]1C
 : -2.7	nt
COc1ccc(NC(=O)N(C)C[C@@H]2OCCCC[C@@H](C)Oc3ccc(NS(=O)(=O)c4ccccc4)cc3C(=O)N([C@H](C)CO)C[C@@H]2C)cc1
 : -2.0	nt
CN(C)Cc1cn(CC[C@H]2CC[C@@H](NC(=O)Nc3ccccc3F)[C@H](CO)O2)nn1
 : 0.1	25
COc1c2c(c(C)c3c1C(=O)OC3)OC1(C)CC(O)C(C(C)(C)O)C(C)(CCC(=O)O)C1C2 (stereo not given)
 : 0.4	-20

From PubChem
